High-throughput results (PubChem BioAssay)
MT1-MMP txn act – MT1-MMP promoter transcription activation. HT1080 MT1-MMP promoter luciferase reporter, luminescence, overnight; stronger effect = higher value. activation factor at 10 µM. 86,000 tested, 0.16% active. AID 750;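 active means activation factor of at least 2 for MT1-MMP transcription at 10 µM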
Mac1 fbg inh – inhibitors of human CD11b/CD18 binding to fibrinogen | P05107+P11215 | K562 CD11b/CD18 adhesion to fibrinogen, ATPlite luminescence; Mn2+ added to activate the integrin | inhibition, % at 10 µM | 93,000 tested, 0.54% active | AID 1497;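 active means primary inhibition of 50% or more at 10 µM, then 40% or more on retest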; further: some results filed as inactive read as strong as hits
ERa coact pot – enhances coactivator binding to human estrogen receptor alpha; TR-FRET ERalpha-LBD/SRC-Cy5 coactivator binding, 2 h; 100 = basal binding, no effect; P03372; coactivator binding (% of control), % at 25.6 µM; 86,000 tested, 1.3% active; in the data active means activity above about 200%;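 further: binding measured in presence of low estradiol as agonist stimulus; 0% = peptide alone without receptor and 100% = receptor with peptide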
E coli WT exp – E. coli BW25113 growth inhibition, expanded screen; OD600 absorbance; growth inhibition, % at 100 µM; 98,000 tested, 0.15% active;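 active means growth inhibition above about 50% at one test dose, limit read from the data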;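 further: growth measured after 20 h incubation at 37 °C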
CD11b adhes enh – CD11b/CD18-fibrinogen binding enhancement; P05107+P11215; K562 CD11b/CD18 adhesion to fibrinogen, ATPlite luminescence; activation, % at 10 µM; 93,000 tested, 0.07% active; AID 1499;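 active means 10 µM primary screen giving 50% or more activity, confirmed by 40% or more on retest at that dose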; further: strong numbers were not always called active; reference of the scale not given here
ERb coact inh – blocks coactivator binding to human estrogen receptor beta; TR-FRET ER-beta LBD / SRC1-Cy5 peptide binding; receptor agonist-loaded with 1 µM estradiol; inhibition, % at 25.6 µM; 86,000 tested, 1.3% active; AID 633;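 active means compounds whose percent inhibition of the receptor-coactivator binding signal exceeds about 50% in the single-dose screen, limit read from the data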;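 further: 0% = receptor plus peptide wells without compound and 100% = peptide-only wells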
Target sequence (Q92731 whole entry, looked up, the tested form may be a part): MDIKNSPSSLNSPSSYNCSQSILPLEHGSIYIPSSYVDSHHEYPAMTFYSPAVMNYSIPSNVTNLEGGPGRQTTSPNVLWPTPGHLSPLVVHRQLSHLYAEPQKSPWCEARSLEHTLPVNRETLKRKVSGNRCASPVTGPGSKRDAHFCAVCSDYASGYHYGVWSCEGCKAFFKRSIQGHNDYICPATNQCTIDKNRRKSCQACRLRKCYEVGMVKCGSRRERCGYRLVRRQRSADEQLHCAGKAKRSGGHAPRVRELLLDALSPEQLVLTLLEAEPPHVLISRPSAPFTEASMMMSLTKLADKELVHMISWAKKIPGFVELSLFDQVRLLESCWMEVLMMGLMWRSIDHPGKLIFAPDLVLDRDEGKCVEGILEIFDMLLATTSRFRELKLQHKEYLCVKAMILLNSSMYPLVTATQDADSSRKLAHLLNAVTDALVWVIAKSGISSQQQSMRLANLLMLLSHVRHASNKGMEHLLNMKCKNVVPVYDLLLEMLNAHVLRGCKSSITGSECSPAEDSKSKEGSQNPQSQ
PLAP act – human PLAP activation; purified PLAP enzyme, luminescent substrate read-out; stronger effect = higher value; activation fold at 20 µM; 96,000 tested, 1.2% active; in the data active means activation fold above about 2
Target sequence (P05187 whole entry, looked up): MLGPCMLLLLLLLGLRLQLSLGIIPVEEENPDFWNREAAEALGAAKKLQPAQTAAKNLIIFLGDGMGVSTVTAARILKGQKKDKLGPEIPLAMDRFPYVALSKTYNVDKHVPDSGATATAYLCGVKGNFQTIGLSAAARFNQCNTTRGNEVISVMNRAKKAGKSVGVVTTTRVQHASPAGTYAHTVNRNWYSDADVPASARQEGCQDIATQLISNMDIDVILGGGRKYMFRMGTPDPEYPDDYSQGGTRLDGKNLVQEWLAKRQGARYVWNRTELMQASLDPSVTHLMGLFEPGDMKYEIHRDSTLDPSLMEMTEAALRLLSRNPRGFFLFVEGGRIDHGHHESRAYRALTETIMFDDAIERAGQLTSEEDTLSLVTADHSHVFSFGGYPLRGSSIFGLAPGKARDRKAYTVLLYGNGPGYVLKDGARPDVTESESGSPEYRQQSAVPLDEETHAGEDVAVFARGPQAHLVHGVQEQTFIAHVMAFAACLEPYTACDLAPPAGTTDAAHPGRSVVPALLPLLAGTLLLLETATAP
ERa coact inh – blocks coactivator binding to human estrogen receptor alpha; P03372; TR-FRET ER-alpha LBD / SRC-1 peptide, estradiol-bound; inhibition, % at 25.6 µM; 86,000 tested, 1.7% active; AID 629; in the data active means inhibition above about 50%;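 further: 0% = receptor plus peptide control and 100% = peptide only without receptor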
FAK inh – FAK (human) kinase inhibition; biochemical FAK kinase activity assay; inhibition, %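 (tested at 7 µM)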; AID 727; 97,000 tested, 0.84% active; in the data active means inhibition above about 19%;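 further: 0% = DMSO and 100% = reference compound high control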
Starred values were filed as active, the others as inactive; [ ] = another dose, or the depositor's remark.

Results for Cn1c(=O)c(C(=O)Nc2ncccc2O)c(O)c2ccccc21 ?
MT1-MMP txn act: 1.4; Mac1 fbg inh: -8; ERa coact pot: 94; E coli WT exp: -14; CD11b adhes enh: 0; ERb coact inh: 1; PLAP act: 2.2*; ERa coact inh: 44

What do the screens show for `CC(NC(=O)OC(C)(C)C)C(=O)Oc1ccc2ccc(=O)oc2c1` (stereo unspecified)?
MT1-MMP txn act: 1.3; Mac1 fbg inh: -4; ERa coact pot: 91; E coli WT exp: 6; CD11b adhes enh: 0; ERb coact inh: -13; PLAP act: 1; ERa coact inh: -11; FAK inh: -2

What do the screens show for `c1ccc2[nH]c(SCCN3CCOCC3)nc2c1`?
MT1-MMP txn act: 1.3; Mac1 fbg inh: -3; ERa coact pot: 105; E coli WT exp: 6; CD11b adhes enh: 0; ERb coact inh: 1; PLAP act: 0.8; ERa coact inh: -6

What do the screens show for `COc1ccc(S(=O)(=O)Cc2ccc(C(=O)N3CCN(c4cccc(C)c4C)CC3)o2)cc1`?
MT1-MMP txn act: 1.1; Mac1 fbg inh: 39; ERa coact pot: 80[fluorescence artefact?]; E coli WT exp: -5; CD11b adhes enh: -6; ERb coact inh: 12[fluorescence artefact?]; PLAP act: 1.4; ERa coact inh: 5[fluorescence artefact?]

Results for O=C(COC(=O)c1cnccn1)Nc1ccc(Cl)cc1 ?
MT1-MMP txn act: 1.2; ERa coact pot: 129; E coli WT exp: 1; ERb coact inh: 6; ERa coact inh: 0; FAK inh: 2

Results for CC(=O)c1ccc(NC(=O)C2CCC(C)(C(=O)O)C2(C)C)cc1 (stereo unspecified) ?
MT1-MMP txn act: 1; Mac1 fbg inh: 0; ERa coact pot: 100; E coli WT exp: -14; CD11b adhes enh: -2; ERb coact inh: -4; PLAP act: 1.2; ERa coact inh: -3; FAK inh: 3

What do the screens show for `Cc1nc(-c2ccccc2)cc(N2CCCC2)n1`?
MT1-MMP txn act: 1.1; Mac1 fbg inh: 10; E coli WT exp: -4; CD11b adhes enh: 6; PLAP act: 0.9; FAK inh: -1

How did COc1cc(OC)c(NC2=NCCCCC2)cc1Cl do in these assays?
MT1-MMP txn act: 1.1; Mac1 fbg inh: 77; ERa coact pot: 122; E coli WT exp: -3; CD11b adhes enh: -1; ERb coact inh: -7; PLAP act: 0.8; ERa coact inh: -2; FAK inh: -4

Results for CCN(CCCNC(=O)C1CCC(=O)N1C(C)C)c1cccc(C)c1 (stereo unspecified) ?
Mac1 fbg inh: -43; ERa coact pot: 104; E coli WT exp: 0; CD11b adhes enh: -3; ERb coact inh: -10; PLAP act: 1.6; ERa coact inh: -5; FAK inh: -1

What do the screens show for `O=C(NCc1ccccc1)C1CCN(C(=O)NCc2ccccc2)CC1`?
MT1-MMP txn act: 1.2; Mac1 fbg inh: -14; ERa coact pot: 118; E coli WT exp: -2; CD11b adhes enh: -6; ERb coact inh: -1; PLAP act: 0.9; ERa coact inh: -7

Results for CN(C)c1ccc(NC(=O)c2ccc(COc3cccc(Cl)c3)o2)cc1 ?
Mac1 fbg inh: 33; ERa coact pot: 66[fluorescence artefact?]; E coli WT exp: -27; CD11b adhes enh: -1; ERb coact inh: 27; PLAP act: 1.5; ERa coact inh: -3[fluorescence artefact?]; FAK inh: 3

Results for CCN1CCN(S(=O)(=O)c2cc(C)c(OC)cc2C)CC1 ?
MT1-MMP txn act: 1.2; Mac1 fbg inh: -3; ERa coact pot: 108; E coli WT exp: -2; CD11b adhes enh: 3; ERb coact inh: -17; PLAP act: 1; ERa coact inh: -38; FAK inh: 0

Results for O=S(=O)(c1ccc(SCCO)nc1)N1CCCC1 ?
MT1-MMP txn act: 1.1; Mac1 fbg inh: -8; ERa coact pot: 85[fluorescence artefact?]; E coli WT exp: 2; CD11b adhes enh: -3; ERb coact inh: -17; PLAP act: 1; ERa coact inh: 30; FAK inh: 7

Results for Cn1c(=O)[nH]c(=O)c2c1nc(N1CCN(c3ccccc3)CC1)n2CCSc1ncccn1 ?
MT1-MMP txn act: 1.1; Mac1 fbg inh: -3; E coli WT exp: -6; CD11b adhes enh: 26; PLAP act: 1; FAK inh: 2

How did N#Cc1nc(Cc2ccccc2)oc1N1CCC(Cc2ccccc2)CC1 do in these assays?
MT1-MMP txn act: 1.3; Mac1 fbg inh: 11; ERa coact pot: 99; E coli WT exp: -24; CD11b adhes enh: -7; ERb coact inh: -33; PLAP act: 1.2; ERa coact inh: -19; FAK inh: -3

What do the screens show for `CC(NC(=O)c1ccc2c(c1)OCCO2)C(=O)O` (stereo unspecified)?
MT1-MMP txn act: 1.1; Mac1 fbg inh: -27; ERa coact pot: 122; E coli WT exp: -5; CD11b adhes enh: 0; ERb coact inh: -8; PLAP act: 1.1; ERa coact inh: -4; FAK inh: -2

How did CC(=O)N1CCN=C1SCc1ccc(C)cc1 do in these assays?
MT1-MMP txn act: 1; Mac1 fbg inh: -22; ERa coact pot: 119; E coli WT exp: -5; CD11b adhes enh: 5; ERb coact inh: -3; PLAP act: 1; ERa coact inh: 3

Results for CC(=O)Nc1ccc(OCC(O)CN2CCN(c3cccc(Cl)c3)CC2)cc1 (stereo unspecified) ?
MT1-MMP txn act: 1.1; Mac1 fbg inh: -22; ERa coact pot: 124; E coli WT exp: 11; CD11b adhes enh: 2; ERb coact inh: -9; PLAP act: 1.3; ERa coact inh: -4; FAK inh: 5

Results for COc1ccc2[nH]c(=O)c(CN(CCO)S(=O)(=O)c3ccc4c(c3)OCCO4)cc2c1 ?
MT1-MMP txn act: 1.2; Mac1 fbg inh: 6; ERa coact pot: 89; E coli WT exp: -10; CD11b adhes enh: 7; ERb coact inh: -5; PLAP act: 1.1; ERa coact inh: 5[fluorescence artefact?]

What do the screens show for `O=C(Cc1ccccc1)N1CCc2ccccc21`?
MT1-MMP txn act: 1.3; Mac1 fbg inh: 2; ERa coact pot: 120; E coli WT exp: -3; CD11b adhes enh: -4; ERb coact inh: -18; PLAP act: 0.7; ERa coact inh: 12; FAK inh: 3

Results for O=C(NCc1ccco1)c1ccc2c(c1)C(=O)N(C1CCCCC1)C2=O ?
MT1-MMP txn act: 0.9; Mac1 fbg inh: 7; ERa coact pot: 119; E coli WT exp: -2; CD11b adhes enh: -3; ERb coact inh: -6[fluorescence artefact?]; PLAP act: 1; ERa coact inh: 6; FAK inh: 2

How did N#Cc1c(N)c(C#N)c(-c2ccc3c(c2)OCO3)c2c1CCCC2 do in these assays?
MT1-MMP txn act: 1.1; Mac1 fbg inh: -4; ERa coact pot: 123; E coli WT exp: -7; CD11b adhes enh: 2; ERb coact inh: 2; PLAP act: 1; ERa coact inh: 3

Results for COc1ccc(S(=O)(=O)N(C)CC(=O)N2CCCCC2)cc1Cl ?
MT1-MMP txn act: 1.3; Mac1 fbg inh: -24; ERa coact pot: 118; E coli WT exp: 5; CD11b adhes enh: 0; ERb coact inh: -14[fluorescence artefact?]; PLAP act: 1.3; ERa coact inh: -23; FAK inh: 1

Results for CCc1nnc(NC(=O)CCC(=O)N2CCN(Cc3cc(Cl)ccc3OC)CC2)s1 ?
MT1-MMP txn act: 1.2; Mac1 fbg inh: 4; ERa coact pot: 111; E coli WT exp: -4; CD11b adhes enh: -6; ERb coact inh: 6[fluorescence artefact?]; PLAP act: 1.7; ERa coact inh: -3; FAK inh: -3

Results for Cc1n[nH]c(C)c1S(=O)(=O)N1CCCC(C(=O)NC2CCCCC2)C1 (stereo unspecified) ?
MT1-MMP txn act: 1.1; ERa coact pot: 109; ERb coact inh: -2; ERa coact inh: -6

How did CC1CCN(CCC(=O)Nc2ccc(Br)cc2)CC1 do in these assays?
MT1-MMP txn act: 1.2; ERa coact pot: 110; ERb coact inh: -8; ERa coact inh: -11; FAK inh: -1

How did O=S(=O)(c1ccc(OCc2nc3ccccc3s2)c(Cl)c1)N1CCOCC1 do in these assays?
MT1-MMP txn act: 1.5; Mac1 fbg inh: 28; ERa coact pot: 115; E coli WT exp: -7; CD11b adhes enh: -1; ERb coact inh: 14; PLAP act: 1.4; ERa coact inh: 5

How did CN(CCNC(=O)CN1CCN(Cc2ccccc2Cl)C1=O)Cc1ccccc1 do in these assays?
Mac1 fbg inh: 8; ERa coact pot: 110; E coli WT exp: 7; CD11b adhes enh: 1; ERb coact inh: -10; PLAP act: 1.8; ERa coact inh: -9; FAK inh: -1

Results for COc1ccc(NC(=O)c2ccccn2)cc1 ?
Mac1 fbg inh: 28; E coli WT exp: 19; CD11b adhes enh: -5; PLAP act: 0.8; FAK inh: 1

Results for CCC1CCCCN1CCCNC(=O)C1CCC(Cn2c(=O)[nH]c3ccccc3c2=O)CC1 (stereo unspecified) ?
MT1-MMP txn act: 1.2; Mac1 fbg inh: -8; ERa coact pot: 95; E coli WT exp: 4; CD11b adhes enh: 1; ERb coact inh: -8; PLAP act: 1.4; ERa coact inh: 0; FAK inh: 3

Fetched by structure from above:
What do the screens show for `CC(NC(=O)c1ccc2c(c1)OCCO2)C(=O)O` (stereo unspecified)?
MT1-MMP txn act: 1.1; Mac1 fbg inh: -27; ERa coact pot: 122; E coli WT exp: -5; CD11b adhes enh: 0; ERb coact inh: -8; PLAP act: 1.1; ERa coact inh: -4; FAK inh: -2

Results for Cn1c(=O)[nH]c(=O)c2c1nc(N1CCN(c3ccccc3)CC1)n2CCSc1ncccn1 ?
MT1-MMP txn act: 1.1; Mac1 fbg inh: -3; E coli WT exp: -6; CD11b adhes enh: 26; PLAP act: 1; FAK inh: 2

(listing goes on)
What do the screens show for `O/N=C1\CCCc2nnc3c(c21)CCCC3`?
MT1-MMP txn act: 1; Mac1 fbg inh: 8; ERa coact pot: 103; E coli WT exp: -1; CD11b adhes enh: -2; ERb coact inh: 22[fluorescence artefact?]; PLAP act: 1; ERa coact inh: 15

Results for COc1ccc(NC2c3ncccc3C(=O)N2Cc2ccccc2)c(OC)c1 (stereo unspecified) ?
MT1-MMP txn act: 1.1; ERa coact pot: 87; E coli WT exp: 1; ERb coact inh: 14; ERa coact inh: 0; FAK inh: 1

How did CCOn1c(SCC)nc2ccccc2c1=O do in these assays?
MT1-MMP txn act: 1.2; Mac1 fbg inh: 6; ERa coact pot: 86; E coli WT exp: 4; CD11b adhes enh: 0; ERb coact inh: -9; PLAP act: 1; ERa coact inh: 7; FAK inh: -3

What do the screens show for `O=C(OCc1cc2ccccc2[nH]c1=O)C1CCCO1` (stereo unspecified)?
MT1-MMP txn act: 1.2; Mac1 fbg inh: -4; ERa coact pot: 136[fluorescence artefact?]; E coli WT exp: 0; CD11b adhes enh: -3; ERb coact inh: 7[fluorescence artefact?]; PLAP act: 1; ERa coact inh: 5; FAK inh: 8

Results for Cc1cc(NCCO)nc(N2CCOCC2)n1 ?
MT1-MMP txn act: 1.2; Mac1 fbg inh: 21; ERa coact pot: 87; E coli WT exp: 2; CD11b adhes enh: -5; ERb coact inh: 4; PLAP act: 1.1; ERa coact inh: -5; FAK inh: -3

Results for CC1Cc2ccccc2N1S(=O)(=O)c1cccs1 (stereo unspecified) ?
MT1-MMP txn act: 1.1; Mac1 fbg inh: 82; ERa coact pot: 101[fluorescence artefact?]; E coli WT exp: 0; CD11b adhes enh: -4; ERb coact inh: 5[fluorescence artefact?]; PLAP act: 0.9; ERa coact inh: 16[fluorescence artefact?]; FAK inh: 4

Results for CC(=O)N1CCc2cc(NS(=O)(=O)c3cccs3)ccc21 ?
MT1-MMP txn act: 1; Mac1 fbg inh: 6; ERa coact pot: 118; E coli WT exp: 3; CD11b adhes enh: -2; ERb coact inh: 12; PLAP act: 1.1; ERa coact inh: -3; FAK inh: 2

How did CCCCOC(=O)c1ccc(NC(=O)c2ccoc2C)cc1 do in these assays?
MT1-MMP txn act: 1.2; Mac1 fbg inh: -9; ERa coact pot: 119[fluorescence artefact?]; E coli WT exp: -7; CD11b adhes enh: -1; ERb coact inh: 0; PLAP act: 0.9; ERa coact inh: -4; FAK inh: 1

Results for O=C(CSc1nc(-c2ccccc2)cs1)Nc1nccs1 ?
MT1-MMP txn act: 1.1; Mac1 fbg inh: -5; ERa coact pot: 113; E coli WT exp: -3; CD11b adhes enh: 2; ERb coact inh: 2; PLAP act: 0.8; ERa coact inh: -1; FAK inh: -2

Results for CCOC(=O)CSc1nc2nc(C)cc(C)n2n1 ?
MT1-MMP txn act: 1.1; Mac1 fbg inh: 19; ERa coact pot: 113; E coli WT exp: 2; CD11b adhes enh: -2; ERb coact inh: -16; PLAP act: 0.9; ERa coact inh: -2
